Screening results as filed in PubChem.
HRP interference: HRP/luminol detection interference without ALR, dose response, artefact control for ALR inhibitor project, biochemical, luminescence, no ALR or DTT. HRP/H2O2 luminol luminescence counterscreen, no ALR. AC50 in µM for hits, for the others activity change, negative = inhibition, % at the top dose, mostly 10 µM. 2,500 tested, 15% active. AID 540356;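 active means signal-lowering compounds whose fitted half-maximal concentration AC50 is no higher than ten times their top tested concentration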;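 further: 0% = median of neutral control wells and -100% = median of quercitin 100 µM wells; many of its hits are not listed in these tables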
* marks the source's active call; other numbers are inactive results; i = inactive.

structure	HRP interference
S=c1[nH]nc2n1CCCN2	1.3%
c1ccc(CN2CCC(=NNc3nc4ccccc4[nH]3)CC2)cc1	-6.2%
O=C1c2ccccc2CSc2c(O)cccc21	-7.8%
Cc1c(C(=O)O)c2cc(O)ccc2n1-c1ccccc1	-8.0%
N#Cc1c(N)c(C(=O)c2ccccc2)n2c1CCC2	0.9%
O=Cc1c(N2CCN(c3ccccc3)CC2)nc2ccccn2c1=O	-1.6%
Cc1ccc(Nc2c(F)c(F)c(F)c(F)c2C(=O)O)c(C)c1	0.1%
O=C(NCCN1CCN(c2ccccc2F)CC1)C1CCCN(S(=O)(=O)c2cnc[nH]2)C1 (stereo not given)	0.7%
Cn1c(CO)nc2cc(N)ccc21	-10%
C=CCn1c(-c2cccc(OC)c2)n[nH]c1=S	3.0%
COc1cc(NC(=O)CN2c3ccccc3CC2C)cc(OC)c1OC (stereo not given)	3.0%
COc1ccc(C2SCC(=O)N2Cc2ccccc2)cc1 (stereo not given)	-7.3%
O=S(=O)(Cc1ccccc1)N(O)c1ccccc1	-4.2%
CS(=O)(=O)c1ccc(C(=O)Nc2cccc(-c3nc4ccccc4[nH]3)c2)cc1	-0.7%
S=c1[nH]nc(-c2ccccn2)n1/N=C/c1ccc(-c2ccccc2Cl)o1	-1.7%

Reprinted from the part before: 3 compounds, then new ones.
structure	HRP interference
O=S(=O)(Cc1ccccc1)N(O)c1ccccc1	-4.2%
CS(=O)(=O)c1ccc(C(=O)Nc2cccc(-c3nc4ccccc4[nH]3)c2)cc1	-0.7%
S=c1[nH]nc(-c2ccccn2)n1/N=C/c1ccc(-c2ccccc2Cl)o1	-1.7%
COc1ccc(-c2cc(-c3ccc(N)cc3)nc(N)c2C#N)cc1OC	3.5%
Cc1nc(C)c(-c2csc(Nc3ccc(F)cc3)n2)s1	-0.6%
CCCc1cn(S(=O)(=O)c2ccc(OC)cc2OC)nc1N	-0.6%
Cc1ccn2c(NC3CCCC3)c(-c3ccncc3)nc2c1	-3.6%
CCn1c(CN2C(=O)CSc3ccccc32)n[nH]c1=S	2.0%
C[n+]1c2n(c3ccccc31)N=C(c1ccccc1)CS2	-4.0%
Cc1ccc(Sc2c([N+](=O)[O-])ncn2C)cc1	-2.5%
O=C(c1cccc(F)c1)N1CCN=C1SCc1cccnc1	-1.1%
COC(=O)c1[nH]c(=O)c2ccccc2c1O	-12%
O=C(CNc1ccccc1)N/N=C/c1c[nH]c2ccccc12	-2.9%
O=[N+]([O-])c1ccc2[nH]c3c(c2c1)CCCC3	4.8%
Cc1ccc(NC2CCCN(C(=O)CN3C(=O)CSC3=O)C2)cc1C (stereo not given)	-3.8%
O=C(Nc1cccs1)Nc1ccccc1Cl	0.3%
CCSc1nnc(NC(=O)c2cccc(S(=O)(=O)N(C)c3ccc(C)cc3)c2)s1	-0.6%
O=C(O)c1ccccc1C(=O)Nc1ccc(Oc2ccccc2)cc1	-1.0%

Arranged by length of the SMILES (lowest first): part of the list above
structure	HRP interference
COC(=O)c1[nH]c(=O)c2ccccc2c1O	-12%
O=C(c1cccc(F)c1)N1CCN=C1SCc1cccnc1	-1.1%
Cc1nc(C)c(-c2csc(Nc3ccc(F)cc3)n2)s1	-0.6%
CCCc1cn(S(=O)(=O)c2ccc(OC)cc2OC)nc1N	-0.6%
O=C(CNc1ccccc1)N/N=C/c1c[nH]c2ccccc12	-2.9%
COc1ccc(-c2cc(-c3ccc(N)cc3)nc(N)c2C#N)cc1OC	3.5%
CCSc1nnc(NC(=O)c2cccc(S(=O)(=O)N(C)c3ccc(C)cc3)c2)s1	-0.6%

New compounds follow.
structure	HRP interference
CCN(CCNC(=O)C1CCN(Cc2nc(-c3ccc(Cl)cc3)oc2C)CC1)c1ccccc1	-2.6%
Cc1nn(-c2ccccc2)c(Cl)c1/C=N/Nc1ccc(Cl)c(C(=O)O)c1	-8.0%
COc1ccc(-c2csc(NC(=O)[C@H](C)N3C(=O)C4CC=CCC4C3=O)n2)cc1OC (stereo not given in full)	-3.9%
NC(=O)c1c(NC(=O)c2ccc(N3C(=O)CCC3=O)cc2)sc2c1CCCC2	-0.8%
CN=c1scc(-c2ccccc2F)n1/N=C(\C)c1cccnc1	3.2%
Cc1ccc(/C=N/Nc2ccc(C(=O)O)cc2)o1	-2.2%
Cc1ccc(CN2CCN(/N=C/c3ccc(O)c(O)c3)CC2)cc1	-17%
CN(C)c1ccc(/C=N/NC(=O)c2cccc(N3CCCC3=O)c2)cc1	2.3%
COc1ccc(CNc2nc3ccccc3n2CCN2CCCCC2)cc1	-3.5%
C/C(=N\Nc1ccc(Cl)c(C(=O)O)c1)c1cc2ccccc2o1	-7.5%
Cc1nc(N)sc1N=Nc1ccc(Br)cc1	-3.5%
COc1cc(CNc2ncc(-c3ccc(Br)cc3)n2C)cc(OC)c1OC	-5.5%
CC1=C(C)CS(=O)N(S(=O)(=O)c2ccccc2)C1 (stereo not given)	-6.2%
Cc1cccn2cc(-c3cccc(S(=O)(=O)N4CCCCC4)c3)nc12	-1.1%
C/C(=N\NC(=O)c1ccc(N/N=C(\C)c2ccncc2)cc1)c1ccncc1	7.6µM*

In a second layout: entries from further up.
molecule: COc1cc(CNc2ncc(-c3ccc(Br)cc3)n2C)cc(OC)c1OC
  HRP interference: -5.5%

molecule: CC1=C(C)CS(=O)N(S(=O)(=O)c2ccccc2)C1 (stereo not given)
  HRP interference: -6.2%

molecule: Cc1cccn2cc(-c3cccc(S(=O)(=O)N4CCCCC4)c3)nc12
  HRP interference: -1.1%

molecule: C/C(=N\NC(=O)c1ccc(N/N=C(\C)c2ccncc2)cc1)c1ccncc1
  HRP interference: 7.6µM*

The list goes on:
structure	HRP interference
CC(=O)Nc1ccc2c(c1)nc1n2CCSC1	-2.0%
CCn1c(-c2ccccc2O)n[nH]c1=S	-2.4%
COc1ccc(-c2cc(-c3n[nH]c(=S)n3-c3ccccc3OC)[nH]n2)cc1	-12%
C/C(=N\Nc1cccc2cccnc12)c1ccc[nH]1	-1.1%
CNc1ccc(C2(O)C(=O)c3ccccc3C2=O)cc1	-1.0%
Cc1ccc(NC2c3ncccc3C(=O)N2C2CCCCC2)cc1 (stereo not given)	1.4%
Cc1ccc(S(=O)(=O)N(C)/N=C/c2ccc(N(C)C)cc2)cc1	-0.8%
O=C(O)CCC(=O)NCCn1c(-c2ccccc2)csc1=Nc1ccccc1	-2.4%
COc1cccc(N2CCN(Cc3ccsc3)CC2)c1	0.6%
CC(C)c1cc(C(N)=O)c(NC(=O)C2CCC2)s1	-4.1%
CCCCCn1c(N2CCCC2)nc2c1c(=O)n(C)c(=O)n2C	-0.9%
COc1ccccc1NS(=O)(=O)c1ccc(C)c(C(=O)N2CCN(c3ccc(O)cc3)CC2)c1	-17%
Nc1[nH]c(N=NC(=O)c2ccc(F)cc2)c2ccccc12	i
Cc1cc2[nH]c(=S)[nH]c2cc1C	-1.5%
CC1=NN(c2ccccc2)C(=O)C1c1ccccc1 (stereo not given)	-14%
O=C(NN=C1CCC(=NNC(=O)c2cccnc2)CC1)c1cccnc1	8.2µM*
Cc1cccc(Oc2ccc(N)cc2)c1	-0.7%
O=C(CN1C(=O)NC2(CCCC2)C1=O)Nc1cc(Cl)ccc1N1CCCC1	-2.5%
CNc1nnc(CSc2nc3ccccc3s2)s1	-1.0%
COc1c(Cl)cc(C(=O)NN)cc1Cl	1.0%
O=C(N/N=C/c1ccncc1)c1cccc(N/N=C/c2ccncc2)c1	-1.0%
CCn1cnc2sc(C(=O)N3CCN(c4ccc(OC)cc4)CC3)c(C)c2c1=O	-1.8%
CC(=O)Nc1ccc(NC2CCCCC2NS(=O)(=O)c2ccccc2)cc1 (stereo not given)	-9.5%
COc1ccc(CC(=O)N/N=C(\C)CC(=O)Nc2ccc(N(C)C)cc2)cc1	-3.5%
CC(C)(C)NC(=O)C(Cc1ccccc1)NS(=O)(=O)c1ccc2c(c1)CCC(=O)N2 (stereo not given)	2.7%
C=CCNC(=O)c1onc(CSc2cc(C)ccc2C)c1C(=O)O	0.4%
CC(=O)Nc1nc(-c2ccc3c(c2)CC(C)N3C(=O)C2CC2)c(C)s1 (stereo not given)	-2.0%
O=c1oc2ccccc2n1CSC1=NCCS1	1.6%
Cc1ccc(NC2Nc3cc(C)nn3S2)c(C)c1 (stereo not given)	-1.6%
Cn1c(CNS(=O)(=O)c2ccc(Br)cc2)n[nH]c1=S	-0.2%
CCN(CC)CCC(c1ccc(N(C)C)cc1)c1c(OC)cc(OC)c2ccc(=O)oc12 (stereo not given)	-8.0%
CN(C)c1ccc(/C=N/NC(=O)CNC(=O)c2ccncc2)cc1	-6.0%
Cc1ccc(Nc2nc(CSc3n[nH]c(N)n3)cs2)cc1	-5.3%
Cc1ccc(N2CCN(S(=O)(=O)c3ccc4c(c3)NC(=O)C(C)C(=O)N4)CC2C)cc1 (stereo not given)	0.6%
C/C(=N\Nc1ccc(C(=O)O)cc1)c1ccc2c(c1)Nc1ccccc1S2	-16%
CN(C)N=Nc1ccc2nc[nH]c2c1	-0.1%
CSCC[C@H](NC(=O)N1CCn2c1nc1ccccc12)C(=O)NC1CCCCC1	0.9%
CCN(CC)c1ccc(NC(=O)c2cccc(F)c2)c(C)c1	-5.2%
Cc1ccc(O)c(NC(=O)C2CCCN2C(=O)OCc2ccccc2)c1 (stereo not given)	-0.5%
COc1ccc(-c2csc(Cc3nnc4n3CCCCC4)n2)cc1OC	-3.0%
COc1cc(-c2csc(CCn3nc(C)cc3C)n2)cc(OC)c1OC	-1.1%
Cc1cccc(N=Nc2cnc(N)s2)c1	0.5%
O=C(O)CCc1ccc(-c2ccc(Cl)cc2)o1	-10%
CN(C)CCNC(=O)C(=O)NCC(c1ccc2c(c1)OCO2)N1CCN(c2ccc(F)cc2)CC1 (stereo not given)	-3.2%
Fc1ccc2c(c1)/C(=N/Nc1ccccn1)CCS2	0.2%
COc1ccc(NCC(=O)N/N=C/C2CCCCC2)cc1	-4.2%
COc1ccc(Br)cc1C(=O)Nc1ccc(O)cc1	-12%
O=C(Nc1ccncc1)c1ccc2ncsc2c1	-3.1%
Cc1ccc(S(=O)(=O)c2ccc([N+](=O)[O-])cn2)cc1	-0.7%
COc1ccc(N2C(=O)CSC2c2ccccc2[N+](=O)[O-])cc1 (stereo not given)	-0.2%
COc1ccccc1Nc1nc(C2(C)CCC(=O)O2)cs1 (stereo not given)	-6.2%
CCCn1c(CCC(=O)O)ccc1-c1cccs1	-6.0%
O=C(Cc1ccccc1F)Nc1ccccc1N1CCCC1	-1.1%
CCN(c1ccc(C)c(C)c1)S(=O)(=O)c1ccc2c(c1)CCN2C(=O)CCC(=O)O	-4.2%
CCCn1c(NCc2ccc3c(c2)OCO3)nc2ccccc21	-1.2%
CC(Nc1ccccc1)c1cc(Cl)ccc1O (stereo not given)	-2.2%
Cc1csc(/C(=N/OC(=O)c2ccco2)C(N)=O)n1	-4.4%
Cc1nc(-c2ccc([N+](=O)[O-])cc2)c(-c2ccccc2)o1	4.5%
CSc1cccc(NC(=O)c2ccco2)c1	3.6%
COC(=O)[C@H](Cc1ccccc1)NC(=O)N1CCN(c2ccccc2)CC1	0.6%

Going on with the list:
structure	HRP interference
CCn1c(=O)c2c3c(sc2n2c(=S)[nH]nc12)CCC3	-8.7%
Nc1ccc2nc(-c3ccccc3)[nH]c2c1	9µM*
COc1cc(/C=N/NC(=O)c2cc(-c3ccco3)nc3ccccc23)cc(OC)c1O	-4.8%
Cn1c(C2CCCCC2)nc2cc(N)ccc21	-6.5%
ClCc1csc(-c2ccc(Cl)cc2)n1	-0.8%
Cn1c(=O)c2c(-c3ccccc3)n(-n3cnnc3)cc2n(C)c1=O	-7.1%
COc1ccc(N2CCN(CCCNC(=O)C3CCCN(S(=O)(=O)c4cnc[nH]4)C3)CC2)cc1 (stereo not given)	-1.2%
Cc1ccc(NC2CCCN(C(=O)c3cc4ncccn4n3)C2)cc1C (stereo not given)	-0.7%
COc1ccccc1-c1cc(-c2ccc(O)cc2)nc(N)c1C#N	-2.1%
Cc1cc(C(=O)Nc2nnc(C3CCCCC3)s2)no1	0.0%
COc1c2ccoc2nc2c(OC)c(O)ccc12	-1.8%
Nc1nc(-c2ccc3ccccc3c2)cs1	0.7%
COC(=O)c1cn(NC(=O)c2cc([N+](=O)[O-])ccc2F)c(=O)c2ccccc12	-5.2%
COC(=O)c1ccc(CSc2nc3ccc(Cl)cc3[nH]2)o1	1.3%

An excerpt; rates above refer to the full screens.
